GLP-1R agonist: agonists of human GLP-1 receptor; P43220; HEK293 GLP-1R CRE-luciferase, luminescence, 4-6 h; cells express a hypersensitive GLP-1R form; Potency, µM (series often up to 45.6 µM), inactives show top-dose activation, usual class: activators; 380,000 compounds, 0.007% hits; AID 624172; note: potency is the fitted concentration of half-maximal effect; % of control where 0% means no effect
Target sequence (P43220 whole entry, looked up): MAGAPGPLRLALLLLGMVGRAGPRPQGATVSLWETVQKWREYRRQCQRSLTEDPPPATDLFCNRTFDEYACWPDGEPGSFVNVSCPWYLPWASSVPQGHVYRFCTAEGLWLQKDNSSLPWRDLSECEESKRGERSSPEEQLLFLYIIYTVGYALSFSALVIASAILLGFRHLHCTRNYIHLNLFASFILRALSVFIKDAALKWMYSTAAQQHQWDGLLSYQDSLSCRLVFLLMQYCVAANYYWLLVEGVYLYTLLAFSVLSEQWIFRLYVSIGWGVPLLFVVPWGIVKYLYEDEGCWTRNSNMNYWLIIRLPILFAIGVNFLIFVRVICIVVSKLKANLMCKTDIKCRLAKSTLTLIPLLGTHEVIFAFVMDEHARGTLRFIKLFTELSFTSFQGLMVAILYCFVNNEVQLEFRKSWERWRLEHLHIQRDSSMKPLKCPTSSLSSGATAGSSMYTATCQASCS
aSyn yeast inh: alpha-synuclein toxicity inhibition in yeast; 370,000 compounds, 0.14% hits; Potency, µM (titrated, usually from 46.1 µM), for inactives: at the highest dose growth rescue (activation), most hits filed as activators; Yeast expressing alpha-synuclein, growth rescue, BacTiter-Glo, 24 h; note: potency is the fitted concentration of half-maximal effect; % of control where 0% means no effect; nearly all actives have a fitted effect of over 65% in size
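Readout is rescue of growth in alpha-synuclein-expressing yeast, so inhibitors of toxicity appear as activators. Growth after 24 hr at 30 deg C in galactose medium is quantified by luminescence.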
KB-V1 cytotox: kills drug-selected multidrug resistant KB-V1 cells | Potency, µM (series often up to 46.1 µM), for the others: at the top dose activity change, negative = cytotoxicity, usual class: cytotoxic | AID 1347076 | 400,000 compounds, 3.4% hits | KB-V1 MDR cells viability, CellTiter-Glo, 72 h; note: potency is the fitted concentration of half-maximal effect; % is set by controls: 0 for no effect and ±100 for the full control effect; nearly all actives have a fitted effect of over 60% in size
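qHTS viability screen in drug-selected KB-V1 MDR cells: 72 h compound treatment at 37 degrees C, ATP luminescence end point.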
TDP43 rescue: TDP-43 toxicity inhibition in yeast; 410,000 compounds, 1.8% hits; TDP-43 expressing yeast growth rescue, BacTiter-Glo, 24 h; Potency, µM (titrated, usually from 46.1 µM), inactives show at the highest dose growth rescue (activation), most hits filed as activators; note: potency is the fitted concentration of half-maximal effect; % of control where 0% means no effect; nearly all actives have a fitted effect of over 50% in size
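Yeast cells expressing TDP-43 under galactose induction are exposed to compounds for 24 hr at 30 deg C. BacTiter-Glo luminescence measures growth, so protective compounds score as activators.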
DRD3 antagonist: antagonists of human D3 dopamine receptor | P35462 | max response, negative = inhibition, % | AID 652054 | D3R cells, DiscoveRx beta-arrestin luminescence, antagonist mode; hits give low values | 360,000 compounds, 2.5% hits; in the data active = max response below about -50%; inconclusive = no clear call, values can overlap the other calls; note: % is set by controls: 0 for no effect and ±100 for the full control effect; mostly tested at two doses, the higher about 12 µM
Target sequence (P35462 whole entry, looked up): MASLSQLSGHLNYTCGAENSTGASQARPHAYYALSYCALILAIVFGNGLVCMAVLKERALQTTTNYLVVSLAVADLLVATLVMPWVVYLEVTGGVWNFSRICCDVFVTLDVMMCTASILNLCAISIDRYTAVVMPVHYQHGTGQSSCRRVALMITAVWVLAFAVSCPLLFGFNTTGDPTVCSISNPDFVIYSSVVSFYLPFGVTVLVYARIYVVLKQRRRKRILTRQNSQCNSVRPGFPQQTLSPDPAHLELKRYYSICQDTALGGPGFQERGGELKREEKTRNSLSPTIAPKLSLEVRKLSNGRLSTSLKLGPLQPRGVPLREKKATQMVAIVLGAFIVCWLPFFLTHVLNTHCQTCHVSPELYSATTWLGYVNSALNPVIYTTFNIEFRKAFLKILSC
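Cells plated overnight at 1500 cells/well, then exposed to library compounds with dopamine controls for 90 minutes at 37 degrees C. DiscoveRx reagent added for 30–60 minutes at room temperature; luminescence read, quantitative HTS format.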
GLP1R inv ag: inverse agonists of human GLP-1 receptor | Potency, µM (series often up to 38.3 µM), for the others: at the top dose activity change, negative = inhibition, hits mostly inhibitors | 410,000 compounds, 1.6% hits | AID 624417 | HEK293 GLP-1R CRE-luciferase, luminescence, 24 h; GLP-1R form is constitutively active; note: potency is the fitted concentration of half-maximal effect; % is set by controls: 0 for no effect and ±100 for the full control effect; nearly all actives have a fitted effect of over 55% in size
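Inverse agonists were sought by their lowering of basal cAMP reporter luciferase output in HEK293 cells stably carrying constitutively active human GLP-1R, after 24 h compound treatment.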
HEK293 tox: cytotoxic in the GLP-1 receptor inverse agonist counter-screen; HEK293 cAMP-luciferase reporter cells, luminescence, 24 h; Potency, µM (highest dose often 38.3 µM), for the others: at the top dose activity change, negative = inhibition, most hits filed as inhibitors; 410,000 compounds, 0.13% hits; AID 624418;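 note: loss of luciferase light is scored as toxicity; potency is the fitted concentration of half-maximal effect; % is set by controls: 0 for no effect and ±100 for the full control effect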
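A 23 nL compound transfer followed 12 hours of cell culture at 37 deg C; exposure then lasted 24 hr. Luciferase assay detection reagent was dispensed and plates read for luminescence after a 12 min room-temperature wait.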
DRD3 agonist: D3 dopamine receptor (human) agonism | AID 652048 | P35462 | D3R DiscoveRx beta-arrestin cells, luminescence, 90 min | 410,000 compounds, 0.58% hits | max activation, %; in the data active = max activation above about 30%; note: 0% is about no effect; mostly tested at two doses, the higher about 12 µM
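Cells at 1500/well, incubated overnight, then treated with pinned compounds (dopamine as control) for 90 min at 37 degrees C. DiscoveRx reagent added for 30 - 60 minutes at room temperature; luminescence read.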
PTHR1 agonist: activates the human parathyroid hormone receptor PTHR1; Q03431; Potency, µM (series often up to 115 µM), for the others: at the top dose activation, usual class: activators; HEK293 GP2 PTHR1 cells, GloSensor cAMP luminescence, 1 h; 410,000 compounds, 0.075% hits; note: potency is the fitted concentration of half-maximal effect; nearly all actives have a fitted effect of over 55% in size; some results filed as inactive show a strong effect at the top dose; inactives centre near -15; many of its hits are not listed in these tables
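HEK-293-derived GP2 cells expressing PTHR1 and a GloSensor cAMP reporter, 3,000/well, plated overnight, given luciferin plus IBMX (each 0.5 mM as added) for 1 h at 37 °C, then compound for 1 h at 37 °C. Luminescence was read after 15 min at room temperature.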
The depositor's hits bear a star; & = joins results of further samples; [ ] = dose if it differs, or a comment. Unless noted, calls come from the whole dose curve; as a rule, active = well fitted curve in the direction sought with a large enough effect; inconclusive = small, poorly fitted or top-dose-only effect, or another doubt; inactive = no such curve, though single readings can be large; an effect the other way counts as inactive or inconclusive.

For CC(NC(=O)C(C)N1CCN(Cc2ccccc2)CC1)c1ccccc1 (stereo not drawn) the results were GLP-1R agonist 13%, aSyn yeast inh 3%, KB-V1 cytotox -8%, TDP43 rescue -17%, DRD3 antagonist 4, GLP1R inv ag -28%, HEK293 tox 0%, DRD3 agonist 2 and PTHR1 agonist inactive.
Cc1cccnc1NC(=O)CCNC(=O)c1ccc(Br)cc1 was read as GLP-1R agonist -1%, aSyn yeast inh -2%, KB-V1 cytotox 3%, TDP43 rescue -8%, DRD3 antagonist inconclusive, GLP1R inv ag 0%, HEK293 tox inconclusive, DRD3 agonist -11 and PTHR1 agonist inactive.
For O=c1ccc2c(-c3ccccc3S(=O)(=O)O)c3ccc(O)c(O)c3oc-2c1O the results were GLP-1R agonist -7%, aSyn yeast inh -51%[inhibitor], KB-V1 cytotox 28%, TDP43 rescue -46%[inhibitor], DRD3 antagonist -93*, GLP1R inv ag inconclusive, HEK293 tox inconclusive, DRD3 agonist -21 and PTHR1 agonist -31%[inhibitor].
Cc1ccc(-c2noc(CNC(=O)COc3cc(C)c(Br)c(C)c3)n2)cc1 was read as TDP43 rescue 3%, GLP1R inv ag 9%, HEK293 tox -3%, DRD3 agonist -3 and PTHR1 agonist inactive.
Screening COc1ccc(C(=O)NCC(=O)N/N=C/c2ccco2)cc1OC returned GLP-1R agonist 16%, aSyn yeast inh -1%, KB-V1 cytotox -7%, TDP43 rescue -9%, DRD3 antagonist 3, GLP1R inv ag 4%, HEK293 tox -8%, DRD3 agonist -5 and PTHR1 agonist inactive.
For Cc1noc(C)c1C(=O)N(C)Cc1ccccc1 the results were GLP-1R agonist 3%, aSyn yeast inh -1%, KB-V1 cytotox 24%, TDP43 rescue -15%, DRD3 antagonist -12, GLP1R inv ag 23%, HEK293 tox 5%, DRD3 agonist -4 and PTHR1 agonist 17%.
Screening CCCN(CCC)CCNC(=O)CCC(=O)Nc1ccc2nc(N3CCOCC3)cc(C)c2c1 returned GLP-1R agonist 3%, aSyn yeast inh -5%, KB-V1 cytotox 0%, TDP43 rescue 4%, DRD3 antagonist -66*, GLP1R inv ag -23%, HEK293 tox 133%[activator], DRD3 agonist -43 and PTHR1 agonist inactive.
For O=C1CC(C(=O)N2CCc3ccccc32)CN1c1ccccc1 (stereo not drawn) the results were GLP-1R agonist 8%, aSyn yeast inh 6%, KB-V1 cytotox 0%, TDP43 rescue 6%, DRD3 antagonist 1, GLP1R inv ag 0%, HEK293 tox -5%, DRD3 agonist 4 and PTHR1 agonist -4%.
`Cc1ccc(C)c(N(C)C(=O)c2cn(C)c(=O)c3ccccc23)c1` gave KB-V1 cytotox -5%, TDP43 rescue -22%, GLP1R inv ag 6.3µM*, HEK293 tox 28%, DRD3 agonist -17 and PTHR1 agonist -25%.
Cc1ccc(NC(=O)COC(=O)c2ccc(S(=O)(=O)N3CCCC3)cc2)cc1 was read as GLP-1R agonist -20%, aSyn yeast inh 2%, KB-V1 cytotox -3%, TDP43 rescue -17%, DRD3 antagonist 12, GLP1R inv ag 15%, HEK293 tox 1%, DRD3 agonist -2 and PTHR1 agonist -22%.
Screening O=C(c1ccco1)N1CCN(S(=O)(=O)c2cccc3nsnc23)CC1 returned GLP-1R agonist 3%, aSyn yeast inh 22%, KB-V1 cytotox -13%, TDP43 rescue 21%, DRD3 antagonist 1, GLP1R inv ag 9%, HEK293 tox -16%, DRD3 agonist -7 and PTHR1 agonist -8%[57.5 µM].
Screening CCO[C@@H]1OC(C(N)=O)=C[C@H](c2ccc(C(F)(F)F)cc2)[C@H]1CCCO returned GLP-1R agonist 8%, aSyn yeast inh 2%, KB-V1 cytotox 0%, TDP43 rescue -5%, DRD3 antagonist -5, GLP1R inv ag -18%, HEK293 tox 6%, DRD3 agonist 0 and PTHR1 agonist -23%.
CC1(C(=O)O)CC(C)(C(=O)O)CC(C)(C(=O)O)C1 (stereo not drawn) was read as GLP-1R agonist -3%, aSyn yeast inh 0%, KB-V1 cytotox 20%, TDP43 rescue 6%, DRD3 antagonist 23, GLP1R inv ag 3%, HEK293 tox 8%, DRD3 agonist 7 and PTHR1 agonist -2%[57.5 µM].
For Cc1ccc(NC(=O)C2CC(=O)N(c3ccc4c(c3)OCCO4)C2)nc1 (stereo not drawn) the results were GLP-1R agonist -32%, aSyn yeast inh 2%, KB-V1 cytotox -4%, TDP43 rescue -6%, DRD3 antagonist -11, GLP1R inv ag 0%, HEK293 tox 13%, DRD3 agonist -5 and PTHR1 agonist inactive.
`Cc1cccc(NC(=O)C(NS(=O)(=O)c2cccc3nsnc23)c2ccccc2)c1C` (stereo not drawn) gave KB-V1 cytotox -6%, TDP43 rescue 9%, GLP1R inv ag -24%, HEK293 tox 0%, DRD3 agonist -10 and PTHR1 agonist inactive.
`CC(=O)N1CCc2cc(NC(=O)C3(C)CCN3CCc3ccccc3)ccc21` (stereo not drawn) gave GLP-1R agonist 24%, aSyn yeast inh 2%, KB-V1 cytotox inconclusive, TDP43 rescue 0%, DRD3 antagonist 18, GLP1R inv ag inconclusive, HEK293 tox -3%, DRD3 agonist 3 and PTHR1 agonist inactive.
For O=C(CCN1CCOCC1)Nc1cc(C(=O)Nc2ccc(Cl)cc2)ccc1N1CC2CC(C1)c1cccc(=O)n1C2 (stereo not drawn) the results were GLP-1R agonist 5%, aSyn yeast inh 6%, KB-V1 cytotox inconclusive, TDP43 rescue -3%, DRD3 antagonist -4, GLP1R inv ag -7%, HEK293 tox -6%, DRD3 agonist 5 and PTHR1 agonist inactive.
Screening COc1ccc(C(=O)Nc2ccc(Cl)cc2C(=O)NCc2ccco2)cc1OC returned GLP-1R agonist 10%, aSyn yeast inh -14%, KB-V1 cytotox inconclusive, TDP43 rescue 11%, DRD3 antagonist 16, GLP1R inv ag -2%, HEK293 tox inconclusive, DRD3 agonist 10 and PTHR1 agonist -14%.
For CCOC(=O)c1ccccc1NC(=O)CSc1nc2ccccc2c(=O)n1CCCN1CCOCC1 the results were GLP-1R agonist 1%, aSyn yeast inh 0%, KB-V1 cytotox -2%, TDP43 rescue -19%, DRD3 antagonist 12, GLP1R inv ag 6%, HEK293 tox -9%, DRD3 agonist -5 and PTHR1 agonist -17%.
For CCc1c(C(=O)Nc2ccc(OC)cc2)[nH]c(C)c1C(C)=O the results were GLP-1R agonist 1%, aSyn yeast inh -4%, KB-V1 cytotox inconclusive, TDP43 rescue 26%, DRD3 antagonist inconclusive, GLP1R inv ag -18%, HEK293 tox 6%, DRD3 agonist 4 and PTHR1 agonist -95%[inhibitor].
`Cc1nc2c(=O)n(C)c(=O)n(C)c2nc1Cl` gave GLP-1R agonist -5%, aSyn yeast inh -24%, KB-V1 cytotox inconclusive, TDP43 rescue 0%, DRD3 antagonist -51*, GLP1R inv ag inconclusive, HEK293 tox inconclusive, DRD3 agonist -21 and PTHR1 agonist -19%.
`CCn1c(CNc2ccc(F)cc2)nnc1SCC(=O)N1CCCc2ccccc21` gave GLP-1R agonist 2%, aSyn yeast inh 1%, KB-V1 cytotox inconclusive, TDP43 rescue -6%, DRD3 antagonist -19, GLP1R inv ag inconclusive, HEK293 tox -1%, DRD3 agonist -3 and PTHR1 agonist inactive.
`O=C(NCC1CCCCC1)C12CN(Cc3ccccc3)CC1C(c1cccc([N+](=O)[O-])c1)=NO2` (stereo not drawn) gave GLP-1R agonist -1%, aSyn yeast inh 10%, KB-V1 cytotox -7%, TDP43 rescue 28%, DRD3 antagonist -4, GLP1R inv ag inconclusive, HEK293 tox 4%, DRD3 agonist 3 and PTHR1 agonist inactive.
For C/C(=C/c1ccccc1)C(=O)N1CCN(c2ccc(F)cc2)CC1 the results were GLP-1R agonist -5%, aSyn yeast inh -2%, KB-V1 cytotox inconclusive, TDP43 rescue 0%, DRD3 antagonist 0, GLP1R inv ag -14%, HEK293 tox 18%, DRD3 agonist -5 and PTHR1 agonist inactive.
Screening CSc1nc2sc3c(c2c(=O)n1-c1ccccc1)CCC(C(C)(C)C)C3 (stereo not drawn) returned GLP-1R agonist 9%, aSyn yeast inh -3%, KB-V1 cytotox inconclusive, TDP43 rescue 7%, GLP1R inv ag inconclusive, HEK293 tox -9%, DRD3 agonist -8 and PTHR1 agonist -27%.
`Cn1cc(S(=O)(=O)c2ccccc2)c(=O)c2cc(F)c(N3CCOCC3)cc21` gave GLP-1R agonist 8%, aSyn yeast inh -4%, KB-V1 cytotox -18%&18%, TDP43 rescue 5%&21%, DRD3 antagonist -3, GLP1R inv ag 28%&12%, HEK293 tox -2%&-5%, DRD3 agonist 3&10 and PTHR1 agonist -1%&-14%.
Screening Clc1ccc(-c2nnc(CCc3ccccc3)o2)c(Cl)c1 returned GLP-1R agonist 22%, aSyn yeast inh 2%, KB-V1 cytotox inconclusive, TDP43 rescue 8%, DRD3 antagonist -23, GLP1R inv ag 0%, HEK293 tox -18%, DRD3 agonist -19 and PTHR1 agonist -4%.
CCn1c(C)nc2cc(C(=O)OC(C(F)(F)C(F)F)C(F)(F)C(F)F)ccc21 was read as GLP-1R agonist 12%, aSyn yeast inh -33%[inhibitor], KB-V1 cytotox inconclusive, TDP43 rescue 26%, DRD3 antagonist 76, GLP1R inv ag 4%, HEK293 tox -13%, DRD3 agonist 8 and PTHR1 agonist -40%[inhibitor].
For Cc1ccc(-n2nc(CN3CCOCC3)c(-c3ccccc3)c2N)c(C)c1 the results were GLP-1R agonist 3%, aSyn yeast inh 1%, KB-V1 cytotox -15%, TDP43 rescue -13%, DRD3 antagonist 4, GLP1R inv ag 0%, HEK293 tox 4%, DRD3 agonist -15 and PTHR1 agonist inactive.

High-throughput results: PubChem, National Center for Advancing Translational Sciences (NCATS)

An excerpt. The share of hits here may be higher or lower than overall.
